# Bioassay records (PubChem)
# ELG1 repair inh – inhibitors of ELG1-dependent DNA repair in HEK293T cells; actives 2.3% (n = 330,000); HEK293T ELG1-luciferase reporter, luminescence, 16 h; DNA damage induced by 5-fluorouridine; Potency, µM (series often up to 46.1 µM), for the others: at the top dose activity change, negative = inhibition, usual class: inhibitors; AID 504467; note: potency is the fitted concentration of half-maximal effect; % is set by controls: 0 for no effect and ±100 for the full control effect; nearly all actives have a fitted effect of over 55% in size
#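 HEK293T cells expressing luciferase-tagged ELG1 (2,000/well) received 5-Fluorouridine plus compound or DMSO for 16 hr at 37 °C. Luciferase was read by ONE-Glo luminescence after 30 min at room temperature.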
# RORgamma inh – blocks mouse ROR gamma transcriptional activity | P51450 | Drosophila S2 Gal4-RORgamma UAS-luciferase reporter, 20 h | Potency, µM (highest dose often 53.6 µM), inactives show top-dose activity change, negative = inhibition, usual class: inhibitors | actives 5.4% (n = 310,000) | AID 2551; note: potency is the fitted concentration of half-maximal effect; % is set by controls: 0 for no effect and ±100 for the full control effect; nearly all actives have a fitted effect of over 60% in size
# Target sequence (P51450 whole entry, looked up, the tested form may be a part): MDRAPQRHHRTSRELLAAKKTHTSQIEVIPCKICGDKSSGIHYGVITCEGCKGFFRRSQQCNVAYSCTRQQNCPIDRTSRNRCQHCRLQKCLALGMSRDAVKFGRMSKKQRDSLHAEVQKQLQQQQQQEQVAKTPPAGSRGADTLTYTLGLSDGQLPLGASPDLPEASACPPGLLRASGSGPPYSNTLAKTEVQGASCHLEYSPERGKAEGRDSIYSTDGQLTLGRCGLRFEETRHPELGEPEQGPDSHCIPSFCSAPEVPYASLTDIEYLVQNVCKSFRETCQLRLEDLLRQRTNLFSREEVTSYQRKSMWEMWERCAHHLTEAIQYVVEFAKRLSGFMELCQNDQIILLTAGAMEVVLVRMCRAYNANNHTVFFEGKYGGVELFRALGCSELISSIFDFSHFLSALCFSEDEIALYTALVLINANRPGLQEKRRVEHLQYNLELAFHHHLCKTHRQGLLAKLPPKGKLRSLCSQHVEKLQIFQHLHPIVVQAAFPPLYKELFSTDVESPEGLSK
#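 Read-out: Photinus luciferase luminescence; inhibitors lower reporter signal. Insect Schneider cells with Gal4-ROR gamma fusion under metallothionein promoter, UAS reporter; 700 uM final copper sulfate induction, 20 hr, ambient temperature.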
# Gal4-VP16 FLuc – counter-screen for ROR gamma inhibitors: Gal4-VP16 reporter; Drosophila S2 Gal4-VP16 UAS-luciferase, luminescence, 20 h; Potency, µM (top dose mostly 53.6 µM), for inactives: at the top dose activity, negative = inhibition, actives largely listed as inhibitors; actives 3.5% (n = 310,000);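 note: Gal4-VP16 expression switched on by copper sulfate through the metallothionein promoter; potency is the fitted concentration of half-maximal effect; % is set by controls: 0 for no effect and ±100 for the full control effect; nearly all actives have a fitted effect of over 50% in size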
# ELG1 genotox – induces genotoxicity in HEK293T cells with luciferase-tagged ELG1; AID 504466; actives 1.3% (n = 330,000); HEK293T ELG1-luciferase reporter, luminescence, 16 h; Potency, µM (series often up to 46 µM), without a hit: at the highest dose activity change, positive = activation, most hits filed as activators; note: potency is the fitted concentration of half-maximal effect; % of control where 0% means no effect; nearly all actives have a fitted effect of over 60% in size
#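 16 hr compound incubation (37 °C, 5% CO2) of HEK293T cells carrying luciferase-tagged ELG1; luciferase then measured by ONE-Glo luminescence after 30 min at RT.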
# Rab9 prom act – Rab9 promoter activation; Huh7 Rab9 promoter-luciferase reporter, luminescence, 24 h; Potency, µM (highest dose often 9.22 µM), inactives show top-dose activation, negative = inhibition, hits mostly activators; actives 2.8% (n = 320,000); AID 485297; note: potency is the fitted concentration of half-maximal effect; % of control where 0% means no effect; nearly all actives have a fitted effect of over 60% in size
#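 Huh7 cells stably carrying Rab9 promoter–luciferase reporter, plated 1500 cells/well, compound added after 2 h and incubated 24 h at 37 °C; luciferase luminescence then read after 10 min with detection reagent.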
# NPC1 prom act – NPC1 promoter activation | AID 485313 | actives 2.4% (n = 320,000) | Huh7 NPC1 promoter luciferase reporter, 24 h | Potency, µM (doses to about 9.22 µM), for inactives: at the top dose activation, usual class: activators;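 note: potency is the fitted concentration of half-maximal effect; % of control where 0% means no effect; nearly all actives have a fitted effect of over 60% in size; reporter is driven by a mutant NPC1 promoter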
#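 Luminescence read-out of NPC1 promoter-driven luciferase in stably transfected Huh7 cells; compounds delivered in DMSO and left 24 h at 37C, 5% CO2, qHTS titration format.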
# TRPV1 agonist – activates the human vanilloid receptor TRPV1; actives 0.19% (n = 320,000); TRPV1-expressing cells, Fluo-8 calcium influx, agonist mode; activation, % at 8.33 µM; Q8NER1; in the data active = activation above about 80%; inconclusive = between about 30% and that limit; note: 0% is about no effect
#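 Fluo-8 calcium influx in TRPV1-expressing cells, kinetic read (ex 480/em 520 nm). Compound added and read 3 min for agonist activity, followed by capsaicin at EC20 final and 2 min further read for enhancement.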
# p53 reactivator – re-activators of mutant p53. H1299 p53-A138V BP100-luciferase reporter, luminescence, 24 h. Potency, µM (series often up to 92.2 µM), without a hit: top-dose activity change, positive = activation, actives largely listed as activators. actives 0.063% (n = 320,000). AID 504706; note: potency is the fitted concentration of half-maximal effect; % of control where 0% means no effect; nearly all actives have a fitted effect of over 45% in size
#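 H1299 (p53-null), stable ts p53-A138V + BP100-Luc; 1000 cells/well, Opti-MEM/10% FBS; cpd 4 pt, 1:5; 24 h, 37 deg C, 5% CO2; detection reagent 10 min RT; luminescence.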
# Tb PFK inh – T. brucei PFK enzyme inhibition | O15648 | T. brucei PFK, ADP-Glo luminescence | Potency, µM (highest dose often 57.5 µM), without a hit: at the highest dose activity, negative = inhibition, actives largely listed as inhibitors | actives 0.17% (n = 330,000) | AID 485367;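 note: potency is the fitted concentration of half-maximal effect; 0% = uninhibited 1x PFK enzyme wells and -100% = no-enzyme wells; nearly all actives have a fitted effect of over 60% in size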
#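 Compounds were pin-transferred as a titration series up to 57 uM into substrate buffer (0.5 mM F6P, 0.1 mM ATP, pH 8.0), then 1.25 nM PFK was added and reactions ran 45 min before ADP-Glo detection.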
# BRCA1 expr up – BRCA1 expression activation; actives 1.1% (n = 380,000); AID 624202; MCF7-BRCA1-FFLuc reporter, luminescence, 48 h; response scale: scaled: vehicle 0%, 10 µM genistein 100%; Potency, µM (series often up to 46.1 µM), for inactives: at the highest dose activation, usual class: activators; note: potency is the fitted concentration of half-maximal effect; nearly all actives have a fitted effect of over 80% in size; some results filed as inactive show a strong effect at the top dose
#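 Activators of BRCA1 expression were detected as increased firefly luciferase luminescence in engineered MCF7 cells after 48 h compound incubation. Signals were scaled to genistein 10 microM as full activation.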
# FLuc modulator – counter-screen for miR-21 project: firefly luciferase inhibitors or activators | Potency, µM (series often up to 57.5 µM), without a hit: at the highest dose activity change, negative = inhibition, usual class: inhibitors | actives 6.9% (n = 360,000) | purified FLuc, Km substrates, luminescence inhibition;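 note: potency is the fitted concentration of half-maximal effect; plate controls were vehicle for no effect and reference inhibitor for full effect; nearly all actives have a fitted effect of over 55% in size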
# Target sequence (P08659 whole entry, looked up): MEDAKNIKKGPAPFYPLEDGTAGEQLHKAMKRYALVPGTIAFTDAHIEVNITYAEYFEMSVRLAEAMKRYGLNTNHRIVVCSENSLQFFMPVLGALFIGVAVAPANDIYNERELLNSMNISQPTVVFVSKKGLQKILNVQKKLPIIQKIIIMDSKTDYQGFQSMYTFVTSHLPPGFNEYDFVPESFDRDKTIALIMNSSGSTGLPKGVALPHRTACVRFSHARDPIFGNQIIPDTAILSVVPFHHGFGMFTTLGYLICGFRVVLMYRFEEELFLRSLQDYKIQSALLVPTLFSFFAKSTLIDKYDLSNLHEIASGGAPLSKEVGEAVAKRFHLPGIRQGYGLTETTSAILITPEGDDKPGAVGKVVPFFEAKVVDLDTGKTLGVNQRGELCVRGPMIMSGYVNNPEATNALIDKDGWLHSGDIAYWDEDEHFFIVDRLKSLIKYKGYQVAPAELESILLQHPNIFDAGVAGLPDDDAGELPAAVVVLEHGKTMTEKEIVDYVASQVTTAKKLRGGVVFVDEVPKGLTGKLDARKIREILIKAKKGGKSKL
#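 Purified P. pyralis luciferase, 10 nM final, with Km-level 10 uM D-luciferin and 10 uM ATP in 50 mM Tris acetate pH 7.5, 10 mM Mg acetate, 0.01% Tween-20, 0.05% BSA; 6-point qHTS titration about 60 µM downward; luminescence read.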
# * = called active by the depositor; ? = inconclusive; / = not tested or not shown; [ ] = remark or other dose. Unless noted, calls come from the whole dose curve; as a rule, active = well fitted curve in the direction sought with a large enough effect; inconclusive = small, poorly fitted or top-dose-only effect, or another doubt; inactive = no such curve, though single readings can be large; an effect the other way counts as inactive or inconclusive.
SMILES,ELG1 repair inh,RORgamma inh,Gal4-VP16 FLuc,ELG1 genotox,Rab9 prom act,NPC1 prom act,TRPV1 agonist,p53 reactivator,Tb PFK inh,BRCA1 expr up,FLuc modulator
CC(=O)c1cnc2c(-c3ccc(Cl)cc3)cnn2c1C,?,17.5%,0.0%,?,?,22.0%,1.7,?,1.7%,3.55µM*,?
CC1CCc2c(C(=O)NCc3ccccn3)csc2C1 (centres undefined),?,-3.1%[10 µM],-17.9%,?,21.7%,?,?,?,-1.9%,11.2µM*,21.3µM*
CCOc1ccc(CCNC(=O)COC(=O)c2oc3ccccc3c2COC)cc1OCC,-27.2%,/,/,-0.8%,-0.7%,0.1%,1.4,-0.7%,0.1%,-12.3%,0.4%
Cc1noc(C)c1C(=O)N(C)CC(=O)Nc1ccc(F)c(F)c1F,4.7%,/,/,-6.9%,-0.1%,-3.8%,2.1,-2.1%,8.4%,-33.6%,-1.1%
COc1cccc(NC(=O)CN(C)CC(=O)Nc2ccc(C)cc2Cl)c1,-0.8%,-14.3%,-7.7%,-5.8%,-9.2%,-0.5%,11.0,-4.2%,-0.4%,6.2%,-4.4%
COCCOC(=O)c1[nH]c2c(c1C)C(=O)CC(c1ccc(F)cc1)C2 (centres undefined),?,33.7%,-6.1%,-3.8%,3.4%,-17.3%,/,2.1%,2.8%,-32.2%,1.1%
COc1c(Br)cc(C(N)=O)cc1OCc1ccccc1,14.0%,-12.6%,4.8%,9.1%,2.9%,1.0%,-3.8,-14.5%,0.4%,-6.6%,-12.8%
Cc1c(C(=O)Nc2nnc(C3CC3)s2)oc2c(Cl)cccc12,16.2%,/,/,?,1.0%,16.8%,1.7,8.1%,-0.3%,-37.6%,0.9%
O=[N+]([O-])c1cc([N+](=O)[O-])c2oc(-c3ccccc3)c(Br)c2c1O,?,?,-0.2%,-10.9%,-4.7%,-3.9%,1.9,6.5%,-0.6%,-70.4%,0.4%
O=C1c2ccccc2C(=O)N1c1ccc(Cl)cn1,0.0%,2.5%,-10.5%,5.4%,2.0%,-0.5%,-1.6,3.8%,4.8%,6.9%,-3.0%
Cc1nc2ccc(NC(=O)C3=NN(C)C(=O)CC3)cc2s1,?,/,/,15.9%,/,/,/,13.9%,0.0%,30.4%,/
CC(C(=O)Nc1ccccc1C#N)N1C(=O)NC2(CCCCCC2)C1=O (centres undefined),?,/,/,-1.1%,0.7%,-0.6%,1.9,0.2%,7.0%,-12.2%,0.2%

# Shown as a hit in BRCA1 expr up, among the entries above:
compound	Rab9 prom act	NPC1 prom act	TRPV1 agonist	p53 reactivator	Tb PFK inh	BRCA1 expr up
CC(=O)c1cnc2c(-c3ccc(Cl)cc3)cnn2c1C	?	22.0%	1.7	?	1.7%	3.55µM*
CC1CCc2c(C(=O)NCc3ccccn3)csc2C1 (centres undefined)	21.7%	?	?	?	-1.9%	11.2µM*

# (list continues)
SMILES,ELG1 repair inh,RORgamma inh,Gal4-VP16 FLuc,ELG1 genotox,Rab9 prom act,NPC1 prom act,TRPV1 agonist,p53 reactivator,Tb PFK inh,BRCA1 expr up,FLuc modulator
Cc1noc(C)c1NC(=O)N(C)C[C@H]1Oc2c(NC(=O)Nc3ccccc3)cccc2C(=O)N([C@H](C)CO)C[C@@H]1C,10.8%,/,/,0.2%,/,/,/,-3.8%,0.9%,6.0%,/
Cc1ccc(C)c(OCC(=O)Nc2ccccc2C(=O)N2CCOCC2)c1,-3.5%,-1.7%,-5.4%,-9.0%,21.1%,-0.9%,11.2,-3.8%,0.8%,-0.4%,0.5%
O=C(N/N=C/c1cccnc1)c1cccc(S(=O)(=O)Nc2cccc(Cl)c2)c1,-1.5%,9.9%,3.9%,6.1%,2.3%,-15.6%,-3.4,1.3%,1.1%,-27.8%,3.4%
O=C(NNC(=O)c1ccc(NC(=O)c2ccccc2)cc1)c1ccc(F)cc1,3.8%,-34.1%,-3.3%,18.3µM*,7.7%,0.6%,4.7,18.7%,-3.9%,-2.1%,0.5%
COc1ccc(CCNC(=S)N2CCN(S(=O)(=O)c3ccccc3)CC2)cc1,-1.3%,/,/,-4.6%,-1.9%,0.2%,9.5,-4.4%,-10.5%,-26.5%,-0.5%
CC(=O)N1c2ccccc2Oc2cc3ccccc3cc21,?,?,16.3%,?,25.6%,13.3%,15.7,13.8%,5.1%,1.1%,?
CC(C)c1ccc(/C=C2\SC(=O)N(CC(=O)NCCCn3ccnc3)C2=O)cc1,?,?,?,?,3.55µM*,?,5.1,?,-0.7%,-28.4%,0.601µM*
CCN(Cc1nc2cc(Cl)ccc2c(=O)[nH]1)C(=O)CN1C(=O)NC2(CCCCC2C)C1=O (centres undefined),3.6%,/,/,1.4%,0.1%,-0.9%,-1.2,0.0%,-0.2%,-8.0%,-0.9%
CNc1nc(SC)nc2ccsc12,1.0%,31.6%,-1.9%,-0.8%,-2.9%,-2.5%,0.1,11.8%,0.2%,6.1%,2.4%
OC(CNC1CCCC1)COc1ccc(Cl)cc1 (centres undefined),-0.7%,-34.3%,-1.6%,-2.4%,-5.8%,0.0%,0.5,3.6%,-1.9%,-0.6%,-1.3%
Cn1c(SCC(=O)c2ccccc2)ncc(C(=O)Nc2ccc(F)cc2)c1=O,28.4%,/,/,-8.5%,2.1%,13.1%,-2.1,13.4%,-11.9%,-25.3%,-4.5%
O=C(CSc1nnc(-c2ccncc2)o1)c1ccc2c(c1)OCCO2,4.1%,-7.1%,2.5%,-1.2%,-2.8%,1.7%,-2.0,1.4%,-9.2%,-11.1%,-4.1%

# Arranged by value in TRPV1 agonist (ascending): some entries from above
Compound | TRPV1 agonist
CNc1nc(SC)nc2ccsc12 | 0.1
OC(CNC1CCCC1)COc1ccc(Cl)cc1 (centres undefined) | 0.5
O=C(NNC(=O)c1ccc(NC(=O)c2ccccc2)cc1)c1ccc(F)cc1 | 4.7

# The results go on:
SMILES,ELG1 repair inh,RORgamma inh,Gal4-VP16 FLuc,ELG1 genotox,Rab9 prom act,NPC1 prom act,TRPV1 agonist,p53 reactivator,Tb PFK inh,BRCA1 expr up,FLuc modulator
O=C(N/N=C/c1cc(Cl)cc([N+](=O)[O-])c1O)c1ccccc1NS(=O)(=O)c1cccs1,?,2.82µM*,10µM*,5.7%,3.4%,-3.9%,-7.2,3.5%,-1.2%,-10.5%,?
CC(C)(C)N(Cc1ccccc1)C(=O)COC(=O)CNS(=O)(=O)c1ccc2ccccc2c1,7.4%,/,/,1.5%,-14.3%,2.3%,17.4,5.9%,0.9%,2.1%,0.6%
O=C(O)c1cc(-c2ccc3ccccc3c2)nc2ccc(F)cc12,?,22.4µM*,-26.7%,1.5%,-2.6%[1.84 µM],-0.1%,-2.3,?,3.4%,?,2.69µM*
Fc1ccc(COc2ccc(-c3nnco3)cc2)cc1,?,-8.2%,7.2%,?,3.98µM*,?,6.4,14.7%,0.3%,11.2µM*,13.5µM*
O=C(Nc1ccc(Cl)cc1)OCc1cn(-c2ccccc2)nn1,-4.7%,16.2%,5.0%,2.3%,0.3%,-1.1%,3.7,0.4%,6.5%,20.8%,-18.3%
O=C(N/N=C1\CC(c2ccccc2)Oc2ccccc21)c1ccc(O)cc1 (centres undefined),18.3µM*,-38.1%,?,-10.0%,2.1%,2.9%,-0.4,?,-0.9%,-18.6%,?
CCOC(=O)c1[nH]c2ccc(Cl)cc2c1NC(=O)/C=C/c1ccc2c(c1)OCO2,-2.4%,?,4.47µM*,13.8%,-16.4%,-10.4%,?,7.4%,0.1%,-42.3%,6.0%
O=c1c(Br)c(Br)cnn1-c1ccccc1,?,3.16µM*,5.01µM*,-19.4%,-51.1%[inhibitor],-40.6%[inhibitor],0.7,-10.1%,-0.9%,-96.8%,5.2%
Cc1ccc2c(CC(=O)OC(C)C(=O)Nc3ncc(Cl)cc3Cl)coc2c1 (centres undefined),10.2%,9.8%,-2.8%,0.6%,-10.7%,-5.5%,13.7,0.4%,1.8%,25.9%,2.2%
COc1cccc(-c2nn(-c3ccccc3)cc2C(=O)OCC(=O)Nc2ncc(Cl)cc2Cl)c1,20.6µM*,?,4.4%,-1.3%,-1.4%,0.0%,-0.4,-7.2%,-12.8%,-25.3%,?
